Assay outcomes (PubChem)
STAT3 inh – STAT3 signaling inhibition; U3A cells, IL-6 STAT3-luciferase reporter, luminescence; host cell line lacks STAT1; inhibition, % at 5.5 µM; 190,000 tested, 0.89% active;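 active means inhibition above the mean inhibition across all screened compounds plus 3 SD, cut at about 44% in these data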;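 further: 0% = DMSO only wells and 100% = 100 µM nifuroxazide control wells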
APP transl inh – APP translation inhibition. SH-SY5Y APP 5'UTR-luciferase reporter, luminescence. inhibition, % at 2 µM. 190,000 tested, 0.82% active;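 active means inhibition above a set limit, derived from the sample mean plus 3 SD, cut at about 45% in these data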; further: values of inactives mirror those of a sister screen read the other way
STAT1 inh – inhibitors of IFN-gamma induced STAT1 signaling; NIH 3T3 STAT1-luciferase reporter, luminescence; inhibition, % at 5.5 µM; AID 920; 200,000 tested, 0.35% active;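 active means inhibition above a set limit, the mean inhibition across all tested compounds plus 3 SD, cut at about 34% in these data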;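 further: 0% = IFN-gamma with DMSO and 100% = IFN-gamma with 300 µM nifuroxazide; values of inactives mirror those of a sister screen read the other way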
Diaph inh CS – diaphorase inhibition or chemical oxidation counter-screen; AID 1217; 190,000 tested, 0.69% active; diaphorase resazurin-to-resorufin fluorescence, NADH, 16 min; bacterial (C. kluyveri) enzyme, not human; inhibition, % at 20 µM;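 active means primary screen inhibition at 20 µM above a set limit, cut at about 50% in these data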;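 further: plate controls were DMSO with full reaction for no effect and wells lacking NADH for full effect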
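controls = No-NADH positive control and DMSO neutral control | system = Clostridium kluyveri diaphorase enzyme | timing = reaction incubation of 16 min at room temperature | signal = resorufin fluorescence 544/590 nm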
STAT3 act – increases IL-6 driven STAT3 reporter signal | 190,000 tested, 0.91% active | AID 871 | U3A cells, IL-6 STAT3-luciferase reporter, luminescence; 100% = signal with IL-6 EC80 alone | activation (% of control), % at 5.6 µM;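 active means activation above the screen-wide mean of compound activation plus 3 SD, cut at about 130% in these data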;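 further: 0% = background luminescence of wells with medium and substrate only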
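system = STAT3-luciferase reporter U3A cells | reagent = IL-6 stimulus at 33 ng/mL final | timing = 1 h compound pre-exposure, 6 h IL-6 stimulation, 37 °C | measured by = luminescence | evaluation = % activation versus median of IL-6-stimulated wells | control set = IL-6-only wells as 100% reference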
STAT1 activator – STAT1 signaling activation; NIH 3T3 STAT1-luciferase reporter, IFN-gamma, luminescence; 100% = IFN-gamma alone, no compound; activation (% of control), % at 5.5 µM; 200,000 tested, 2.6% active;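 active means activation above the screen-wide mean activation plus 3 SD, cut at about 130% in these data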;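 further: raw ratio to IFN-gamma control signal so 100% means no change and 0% no light; values of inactives mirror those of a sister screen read the other way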
TLR4-MyD88 BLA – blocks binding of human TLR4 to MyD88; HeLa CL3-4 TLR4/MyD88 BLA complementation, FRET ratio; inhibition, % at 8.4 µM; 200,000 tested, 0.18% active; O00206+Q99836; in the data active means inhibition above about 25%;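 further: 0% = vehicle and 100% = reference inhibitor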
Target sequence (O00206 whole entry, looked up): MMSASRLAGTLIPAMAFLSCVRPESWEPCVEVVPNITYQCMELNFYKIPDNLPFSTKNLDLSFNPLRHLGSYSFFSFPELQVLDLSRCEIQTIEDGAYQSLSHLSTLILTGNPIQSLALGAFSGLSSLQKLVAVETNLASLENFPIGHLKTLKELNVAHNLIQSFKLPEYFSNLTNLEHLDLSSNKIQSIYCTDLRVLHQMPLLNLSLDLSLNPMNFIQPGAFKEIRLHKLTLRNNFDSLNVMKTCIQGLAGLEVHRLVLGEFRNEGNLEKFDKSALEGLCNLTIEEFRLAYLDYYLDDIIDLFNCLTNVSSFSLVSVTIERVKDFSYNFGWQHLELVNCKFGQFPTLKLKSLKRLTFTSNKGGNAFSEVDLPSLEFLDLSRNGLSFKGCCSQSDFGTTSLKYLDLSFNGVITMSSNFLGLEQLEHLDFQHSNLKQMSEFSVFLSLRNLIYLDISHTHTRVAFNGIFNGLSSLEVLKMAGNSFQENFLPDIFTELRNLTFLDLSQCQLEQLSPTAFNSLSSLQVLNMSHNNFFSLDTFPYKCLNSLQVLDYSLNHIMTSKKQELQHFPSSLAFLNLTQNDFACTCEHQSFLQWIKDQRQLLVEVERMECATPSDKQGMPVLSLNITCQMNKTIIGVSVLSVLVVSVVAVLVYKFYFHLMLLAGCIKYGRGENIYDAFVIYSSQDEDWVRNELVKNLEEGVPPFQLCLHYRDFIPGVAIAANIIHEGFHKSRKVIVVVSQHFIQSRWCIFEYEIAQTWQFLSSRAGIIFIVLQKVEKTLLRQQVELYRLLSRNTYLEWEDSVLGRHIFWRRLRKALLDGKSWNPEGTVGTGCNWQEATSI
Target sequence (Q99836 whole entry, looked up): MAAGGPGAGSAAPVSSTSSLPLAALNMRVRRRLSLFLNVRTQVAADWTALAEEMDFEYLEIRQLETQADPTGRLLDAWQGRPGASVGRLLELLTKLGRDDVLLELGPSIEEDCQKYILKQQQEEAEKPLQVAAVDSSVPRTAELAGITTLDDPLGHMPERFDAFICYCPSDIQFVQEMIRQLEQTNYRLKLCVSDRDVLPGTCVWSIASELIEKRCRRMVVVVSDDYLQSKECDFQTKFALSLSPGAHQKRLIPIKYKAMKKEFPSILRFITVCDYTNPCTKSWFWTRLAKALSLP
Diaphorase act – counter-screen for diaphorase-based assays: diaphorase activators and chemical reducers; AID 1229; 190,000 tested, 0.005% active; Diaphorase/resazurin coupled assay, resorufin fluorescence, 16 min; hits give high values; 1 = vehicle wells, 0 = NADH-free wells; activation factor at 20 µM;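 active means diaphorase activity raised at least twofold by the compound at 20 µM; inactive means activation factor below 2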
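test system = bacterial diaphorase enzyme (C. kluyveri) | quantity = enzyme 0.07 U/mL final | reagent = NADH substrate 0.114 mM plus resazurin dye 0.1 mM, final | incubation = 16 min enzyme reaction, ambient temperature | buffer or medium = HEPES pH 7.4 buffer with MgCl2 and Tween 20 | signal = fluorescence of resorufin, 544 nm excitation, 590 nm emission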
G6PDH CS – counter-screen for G6PDH assay hits: L. mesenteroides G6PDH inhibition; Purified L. mesenteroides G6PDH, diaphorase/resazurin coupled fluorescence, 45 min; 200,000 tested, 0.12% active; inhibition, % at 5 µM; in the data active means inhibition above about 50%
Hsp70 activator – transcriptional activators of Hsp70 | HeLa Hsp70 promoter luciferase reporter, luminescence; scaled: vehicle 0, proteasome-inhibitor control 100% | activation, % at 10 µM | 200,000 tested, 0.04% active;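 active means activation above the mean across all tested compounds plus 3 SD, cutoff set per campaign, cut at about 5.5% in these data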;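 further: 100% = MG132 at 30 µM as the positive control and 0% = DMSO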
Starred values were filed as active, the others as inactive.

`Cn1c(C(C#N)C(=O)Cc2cccc3ccccc23)nc2ccccc21` (centres undefined) gave STAT3 inh 4, APP transl inh -11, STAT1 inh -3, Diaph inh CS 1, STAT3 act 102, STAT1 activator 102, TLR4-MyD88 BLA 1, Diaphorase act 1, G6PDH CS -4 and Hsp70 activator 0.1.
CC(=O)Oc1ccc(-c2csnn2)cc1 was read as STAT3 inh -3, APP transl inh -4, STAT1 inh 3, Diaph inh CS 12, STAT3 act 103, STAT1 activator 97, TLR4-MyD88 BLA -8, Diaphorase act 0.9, G6PDH CS 0 and Hsp70 activator -0.3.
COc1ccc(C2=NN(C(=O)c3cccc([N+](=O)[O-])c3)C(c3cccc([N+](=O)[O-])c3)C2)cc1 (centres undefined) was read as STAT3 inh 18, APP transl inh -30, STAT1 inh 0, Diaph inh CS 4, STAT3 act 91, STAT1 activator 102, TLR4-MyD88 BLA -11, Diaphorase act 1, G6PDH CS -36 and Hsp70 activator -0.3.
`O=c1c2ccccc2nnn1CSc1nnc(Nc2ccccc2)s1` gave STAT3 inh 0, APP transl inh -21, STAT1 inh -15, Diaph inh CS 12, STAT3 act 102, STAT1 activator 114, TLR4-MyD88 BLA -11, Diaphorase act 0.9, G6PDH CS -1 and Hsp70 activator -0.3.
Nc1nc(SCC(=O)NC2CCCCC2)[nH]c(=O)c1-c1ccccc1 was read as STAT3 inh 4, APP transl inh 6, STAT1 inh -10, Diaph inh CS 8, STAT3 act 101, STAT1 activator 109, TLR4-MyD88 BLA -2, Diaphorase act 0.9, G6PDH CS 6 and Hsp70 activator -0.4.
`CCn1nc(C)c(CN2CCN(Cc3cccc(OC)c3)C(CCO)C2)c1C` (centres undefined) gave STAT3 inh 3, APP transl inh -14, STAT1 inh 4, Diaph inh CS 9, STAT3 act 102, STAT1 activator 95, TLR4-MyD88 BLA -9, Diaphorase act 0.9, G6PDH CS 8 and Hsp70 activator -0.4.
`COc1ccc(-c2c[n+]3c4n2CCCCC4=C(c2ccc(Br)cc2)C3)cc1` gave STAT3 inh 0, APP transl inh -9, STAT1 inh 3, Diaph inh CS -14, STAT3 act 105, STAT1 activator 97, TLR4-MyD88 BLA -3, Diaphorase act 1.1, G6PDH CS 0 and Hsp70 activator -0.2.
Cc1cc(C)cc(NC(=O)c2ccc(NC(=O)C3C4CC5OC(=O)C3C5C4)cc2)c1 (centres undefined) was read as STAT3 inh 6, APP transl inh -4, STAT1 inh 0, Diaph inh CS 19, STAT3 act 99, STAT1 activator 97, TLR4-MyD88 BLA 12, Diaphorase act 0.8, G6PDH CS 10 and Hsp70 activator -0.5.
For Cc1ccc(-c2nnc3n2N=C(c2ccccc2Br)CS3)cc1 the results were STAT3 inh -9, APP transl inh 0, STAT1 inh 5, Diaph inh CS 20, STAT3 act 112, STAT1 activator 95, TLR4-MyD88 BLA -6, Diaphorase act 0.8, G6PDH CS 3 and Hsp70 activator -0.1.
Screening CCOC(=O)c1ccc(S(=O)(=O)NNC(=O)COc2ccc(C)cc2)cc1 returned STAT3 inh 4, APP transl inh 0, STAT1 inh -2, Diaph inh CS 18, STAT3 act 99, STAT1 activator 102, TLR4-MyD88 BLA -7, Diaphorase act 0.8, G6PDH CS -2 and Hsp70 activator -0.4.

Overlap with the part before: 2 compounds, followed by the next part.
For Cc1ccc(-c2nnc3n2N=C(c2ccccc2Br)CS3)cc1 the results were STAT3 inh -9, APP transl inh 0, STAT1 inh 5, Diaph inh CS 20, STAT3 act 112, STAT1 activator 95, TLR4-MyD88 BLA -6, Diaphorase act 0.8, G6PDH CS 3 and Hsp70 activator -0.1.
Screening CCOC(=O)c1ccc(S(=O)(=O)NNC(=O)COc2ccc(C)cc2)cc1 returned STAT3 inh 4, APP transl inh 0, STAT1 inh -2, Diaph inh CS 18, STAT3 act 99, STAT1 activator 102, TLR4-MyD88 BLA -7, Diaphorase act 0.8, G6PDH CS -2 and Hsp70 activator -0.4.
COc1ccc(CCC(=O)Nc2ccc3c(c2)OCCO3)cc1 was read as STAT3 inh 3, APP transl inh -16, STAT1 inh -3, Diaph inh CS 5, STAT3 act 101, STAT1 activator 103, TLR4-MyD88 BLA -18, Diaphorase act 0.9, G6PDH CS 0 and Hsp70 activator -0.1.
For O=C(COC(=O)CNC(=O)c1ccc(Br)o1)Nc1ccccc1OC(F)F the results were STAT3 inh -2, APP transl inh 15, STAT1 inh -6, Diaph inh CS 10, STAT3 act 104, STAT1 activator 105, TLR4-MyD88 BLA -4, Diaphorase act 0.9, G6PDH CS 8 and Hsp70 activator -0.2.
`O=C(c1cccc(C(F)(F)F)c1)C1CCCN(Cc2ccc(OCCO)cc2)C1` (centres undefined) gave STAT3 inh 3, APP transl inh -19, STAT1 inh 6, Diaph inh CS 13, STAT3 act 103, STAT1 activator 94, TLR4-MyD88 BLA -5, Diaphorase act 0.9, G6PDH CS 1 and Hsp70 activator -0.3.
`O=C1CC(c2ccncc2)c2cc3c(cc2N1)OCO3` (centres undefined) gave STAT3 inh -4, APP transl inh 1, STAT1 inh 0, Diaph inh CS 14, STAT3 act 103, STAT1 activator 100, TLR4-MyD88 BLA -16, Diaphorase act 0.9, G6PDH CS 0 and Hsp70 activator -0.7.
For COc1ccc(C(=O)NCC(=O)N/N=C/c2cccc(OC(=O)c3ccco3)c2)cc1OC the results were STAT3 inh 9, APP transl inh 6, STAT1 inh -5, Diaph inh CS 19, STAT3 act 97, STAT1 activator 103, TLR4-MyD88 BLA -11, Diaphorase act 0.8, G6PDH CS -2 and Hsp70 activator 0.1.
Screening CN(C)c1ccc(NC(=O)c2ccc3nsnc3c2)cc1 returned STAT3 inh 26, APP transl inh -18, STAT1 inh -48, Diaph inh CS 9, STAT3 act 84, STAT1 activator 144*, TLR4-MyD88 BLA 3, Diaphorase act 0.9, G6PDH CS -22 and Hsp70 activator 0.2.
CCOC(=O)CNCCC(=O)c1ccc(Br)cc1 was read as STAT3 inh -3, APP transl inh 4, STAT1 inh -9, Diaph inh CS 5, STAT3 act 105, STAT1 activator 108, TLR4-MyD88 BLA -11, Diaphorase act 1, G6PDH CS 0 and Hsp70 activator -0.1.
`CC(Oc1cccc(Cl)c1)C(=O)NCc1ccc(S(N)(=O)=O)cc1` (centres undefined) gave STAT3 inh 14, APP transl inh 3, STAT1 inh -10, Diaph inh CS 18, STAT3 act 91, STAT1 activator 108, TLR4-MyD88 BLA -7, Diaphorase act 0.8, G6PDH CS 15 and Hsp70 activator 0.2.
Screening CCOC(=O)c1c(-c2ccccc2)csc1NC(=O)CCN1CCOCC1 returned STAT3 inh 4, APP transl inh 21, STAT1 inh 9, Diaph inh CS 0, STAT3 act 95, STAT1 activator 92, TLR4-MyD88 BLA -13, Diaphorase act 1, G6PDH CS 10 and Hsp70 activator -0.1.
Cc1c(NC(=O)Nc2ccc(Cl)cc2)c(=O)n(-c2ccccc2)n1C was read as STAT3 inh 0, APP transl inh -3, STAT1 inh 6, Diaph inh CS 5, STAT3 act 103, STAT1 activator 95, TLR4-MyD88 BLA 12, Diaphorase act 0.9, G6PDH CS -11 and Hsp70 activator -0.2.
Screening COc1ccc(-c2nc3ccccn3c2/N=C/c2ccc(OC)c(OC)c2)cc1O returned STAT3 inh -3, APP transl inh -2, STAT1 inh -9, Diaph inh CS 2, STAT3 act 104, STAT1 activator 108, TLR4-MyD88 BLA -3, Diaphorase act 1, G6PDH CS 10 and Hsp70 activator -0.3.
Screening COc1ccc(Cn2nnnc2CN2CCC(c3nc4ccccc4s3)CC2)cc1 returned STAT3 inh -6, APP transl inh -3, STAT1 inh -5, Diaph inh CS 16, STAT3 act 111, STAT1 activator 104, TLR4-MyD88 BLA 3, Diaphorase act 0.8, G6PDH CS 3 and Hsp70 activator -0.3.
COCc1nnc(NC(=O)c2ccc3c(c2)OCO3)s1 was read as STAT3 inh 12, APP transl inh -61, STAT1 inh -22, Diaph inh CS -16, STAT3 act 91, STAT1 activator 119, TLR4-MyD88 BLA -8, Diaphorase act 1.2, G6PDH CS 7 and Hsp70 activator -0.1.
For NC(=O)c1c(NC(=O)c2ccccc2)sc2c1CCc1ccccc1-2 the results were STAT3 inh 6, APP transl inh -17, STAT1 inh -43, Diaph inh CS 13, STAT3 act 101, STAT1 activator 140*, TLR4-MyD88 BLA 6, Diaphorase act 0.9, G6PDH CS -2 and Hsp70 activator -0.1.
For CCc1cccc(CC)c1NC(=O)COC(=O)C1(c2ccc(Cl)cc2)CCCC1 the results were STAT3 inh -17, APP transl inh -9, STAT1 inh -7, Diaph inh CS 11, STAT3 act 110, STAT1 activator 107, TLR4-MyD88 BLA -3, Diaphorase act 0.9, G6PDH CS -5 and Hsp70 activator -0.4.
`Cc1ccc2c(CN3C(=O)NC(C)(c4ccc5c(c4)OCO5)C3=O)cc(=O)oc2c1` (centres undefined) gave STAT3 inh 6, APP transl inh -6, STAT1 inh -7, Diaph inh CS 16, STAT3 act 104, STAT1 activator 107, TLR4-MyD88 BLA 1, Diaphorase act 0.8, G6PDH CS 5 and Hsp70 activator -0.3.
For N#CC1=C(N)N(c2ccc(Br)cc2)C2=C(C(=O)CCC2)C1c1cccnc1 (centres undefined) the results were STAT3 inh 0, APP transl inh -6, STAT1 inh 2, Diaph inh CS 19, STAT3 act 104, STAT1 activator 97, TLR4-MyD88 BLA -2, Diaphorase act 0.8, G6PDH CS 5 and Hsp70 activator -0.4.
Screening O=C(N/N=C/c1cccc(C(F)(F)F)c1)c1ccc(O)cc1 returned STAT3 inh 13, APP transl inh 5, STAT1 inh -4, Diaph inh CS 7, STAT3 act 93, STAT1 activator 103, TLR4-MyD88 BLA 8, Diaphorase act 0.9, G6PDH CS 4 and Hsp70 activator -0.4.
Screening O=C(N/N=C/c1ccc([N+](=O)[O-])o1)c1cn(-c2ccccc2)nc1-c1ccc(Cl)cc1 returned STAT3 inh 16, APP transl inh -12, STAT1 inh -8, Diaph inh CS 16, STAT3 act 93, STAT1 activator 106, TLR4-MyD88 BLA 5, Diaphorase act 0.8, G6PDH CS 1 and Hsp70 activator 0.1.
O=c1[nH]c(N2CCN(Cc3ccc4c(c3)OCO4)CC2)nc2c1CCCC2 was read as STAT3 inh -5, APP transl inh -3, STAT1 inh 11, Diaph inh CS -7, STAT3 act 108, STAT1 activator 88, TLR4-MyD88 BLA -1, Diaphorase act 1.1, G6PDH CS 9 and Hsp70 activator 0.0.
`O=S(=O)(NC1=NCCC1)c1ccc(F)cc1F` gave STAT3 inh -7, APP transl inh 4, STAT1 inh -10, Diaph inh CS 2, STAT3 act 107, STAT1 activator 107, TLR4-MyD88 BLA -12, Diaphorase act 1, G6PDH CS -2 and Hsp70 activator -0.3.
CCOC(=O)c1cn2c(C)cccc2n1 was read as STAT3 inh 2, APP transl inh -17, STAT1 inh 0, Diaph inh CS 5, STAT3 act 100, STAT1 activator 99, TLR4-MyD88 BLA -7, Diaphorase act 0.9, G6PDH CS -3 and Hsp70 activator -0.1.

Compounds were not picked by outcome; about 6.1% have a hit in one of these screens.
